# M18AAP inhibitor: PfM18AAP enzyme inhibition. recombinant PfM18AAP, H-Glu-NHMec fluorogenic cleavage. inhibition, % at 7.35 µM. 290,000 compounds, 1.2% hits;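 active = inhibition above the campaign mean inhibition over all tested compounds plus 3 SD, cut at about 28% in these data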;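 note: 0% = plate median of test compound wells and 100% = 2 mM ZnCl2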
# IDE inh: cellular human IDE inhibition; P14735; HEK cells, FAbetaB cleavage, fluorescence polarization; 320,000 compounds, 0.41% hits; inhibition, % at 5.59 µM; AID 434962;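 active = percent inhibition above the average of all tested compounds plus 3 SD, set per screening campaign, cut at about 16% in these data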;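 note: IDE supplied by intact live HEK cells; FP after avidin binding of uncleaved biotin substrate so inhibition keeps polarization high; 0% = DMSO wells and 100% = 60 µM reference IDE inhibitor Ii1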
# Target sequence (P14735 whole entry, looked up): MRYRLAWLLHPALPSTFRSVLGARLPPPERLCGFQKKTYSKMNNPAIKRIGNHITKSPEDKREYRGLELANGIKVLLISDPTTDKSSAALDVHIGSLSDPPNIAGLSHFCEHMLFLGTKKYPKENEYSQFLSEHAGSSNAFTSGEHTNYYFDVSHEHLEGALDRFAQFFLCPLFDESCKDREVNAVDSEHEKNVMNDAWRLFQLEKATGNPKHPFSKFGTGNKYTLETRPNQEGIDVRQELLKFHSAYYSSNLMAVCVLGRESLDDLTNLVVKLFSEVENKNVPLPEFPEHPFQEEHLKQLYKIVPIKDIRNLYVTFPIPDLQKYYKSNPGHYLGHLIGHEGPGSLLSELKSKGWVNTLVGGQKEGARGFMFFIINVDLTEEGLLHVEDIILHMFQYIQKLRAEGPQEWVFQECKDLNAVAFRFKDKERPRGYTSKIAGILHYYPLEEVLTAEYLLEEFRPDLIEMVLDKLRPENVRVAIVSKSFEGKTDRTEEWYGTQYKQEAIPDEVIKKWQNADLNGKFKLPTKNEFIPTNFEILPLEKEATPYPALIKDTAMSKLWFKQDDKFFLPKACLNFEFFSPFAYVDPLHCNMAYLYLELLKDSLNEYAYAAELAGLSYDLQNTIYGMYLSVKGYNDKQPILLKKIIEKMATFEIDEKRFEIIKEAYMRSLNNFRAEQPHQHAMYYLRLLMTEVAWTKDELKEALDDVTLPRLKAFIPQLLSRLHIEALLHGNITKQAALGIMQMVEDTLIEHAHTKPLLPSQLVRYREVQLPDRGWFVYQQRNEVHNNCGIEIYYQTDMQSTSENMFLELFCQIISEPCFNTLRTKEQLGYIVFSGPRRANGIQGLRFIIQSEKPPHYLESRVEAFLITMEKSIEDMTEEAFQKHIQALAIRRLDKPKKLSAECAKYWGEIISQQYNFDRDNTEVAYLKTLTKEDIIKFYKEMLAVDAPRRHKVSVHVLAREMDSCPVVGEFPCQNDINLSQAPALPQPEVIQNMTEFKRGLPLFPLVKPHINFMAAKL
# UBC9 SUMO inh: SUMOylation inhibition. P63279. HTRF SUMOylation assay, SAE1/SAE2 + UBC9, in vitro. inhibition, % at 35 µM. 290,000 compounds, 0.36% hits. AID 2006; in the data active = inhibition above about 50%, passing the limit was not always enough; note: strong numbers were not always called active
# p-CIP stab down: compounds decreasing mouse p/CIP protein stability; decrease of EGFP signal, % at 10 µM; F442A p/CIP-EGFP cells, EGFP fluorescence, 16 h; AID 1984; 290,000 compounds, 0.01% hits; Q05BA5;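 active = EGFP signal decrease of at least 30% at 10 µM or well 3 SD below plate mean, unless failing retest; inactive = the rest, including hits failing retest or dose response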; note: some compounds called inactive have numbers as strong as hits; many of its hits are not listed in these tables
# HCV NS3 hel inh: HCV NS3 helicase inhibition; NS3 helicase DNA unwinding, Cy5 molecular beacon fluorescence; inhibition, % at 10.9 µM; 290,000 compounds, 0.56% hits;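 active = inhibition above the mean of all tested compounds plus 3 SD, set per campaign, cut at about 35% in these data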;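 note: 0% = DMSO wells and 100% = thioflavine S control wells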
#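 Material: hepatitis C virus NS3 helicase domain fragment enzyme; measured by: Cy5 fluorescence, 0 and 60 min reads; control set: DMSO and thioflavine S; incubation: 60 min unwinding reaction at 25 °C after ATP addition; read-out basis: % inhibition from 60/0 min fluorescence ratio, DMSO 0%, thioflavine S 100%; repeats: singlicate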
# IMP-1 inhibitor: blocks Pseudomonas aeruginosa IMP-1 metallo-beta-lactamase | purified IMP-1, nitrocefin hydrolysis, epi-absorbance fluorescence | inhibition, % at 5.6 µM | 290,000 compounds, 0.45% hits | AID 1556;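 active = inhibition above the mean plus 3 SD of all compounds in the same screening run, cut at about 4.5% in these data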;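 note: 0% = IMP-1 with DMSO and 100% = DMSO wells lacking enzyme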
#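 assay system = purified recombinant IMP-1 metallo-beta-lactamase enzyme | schedule = 15 min preincubation plus 25 min reaction at 25 °C | signal = Epi-absorbance fluorescence, 480 nm excitation, 530 nm emission | read-out basis = percent inhibition from optical density relative to buffer-blank wells | controls = IMP-1 with DMSO as 0%, enzyme-free DMSO as 100%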
# DNA FID counter: counter-screen for HCV NS3 helicase inhibitors: DNA intercalator displacement; 290,000 compounds, 0.17% hits; inhibition, % at 7.9 µM; AID 1845; DNA fluorescent intercalator displacement, fluorescence; in the data active = inhibition above about 37%;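 note: 0% = vehicle and 100% = reference compound; higher means more ethidium bromide displaced from hairpin DNA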
# VIM-2 inhibitor: inhibitors of Pseudomonas aeruginosa VIM-2 metallo-beta-lactamase | purified VIM-2, nitrocefin hydrolysis, epi-absorbance fluorescence | inhibition, % at 5.6 µM | 290,000 compounds, 0.89% hits;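 active = inhibition above the mean of all tested compounds plus 3 SD, cutoff set per screening run, cut at about 7.5% in these data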;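 note: red hydrolysis product quenches plate fluorescence so inhibitors raise well fluorescence; 0% = enzyme with DMSO and 100% = DMSO without enzyme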
# IDE cell activ: activators of human insulin-degrading enzyme in cells. P14735. HEK cells, FAbeta-B cleavage, fluorescence polarization; 0% vehicle, 100% cell-free pure enzyme wells. activation, % at 5.96 µM. 340,000 compounds, 0.073% hits. AID 493087;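 active = activation above the mean of all tested compounds plus 3 SD, set per screening campaign, cut at about 17% in these data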
# Numbers without * were called inactive; . = not tested or not shown.
# Start of the listing, in advance (3 entries):
1	COc1cc(CN(C(=O)c2cccs2)C2CCS(=O)(=O)C2)cc(OC)c1OC (stereo unspecified)
2	COc1ccc(C(=O)NC(=O)COC(=O)C2COc3ccccc3O2)cc1 (stereo unspecified)
3	CC(C)Nc1ccc(C(CC(N)=O)NC(=O)c2ccc(Br)cc2)cc1[N+](=O)[O-] (stereo unspecified)
compound no.	1	2	3
M18AAP inhibitor	8	1	.
IDE inh	7	-1	-1
UBC9 SUMO inh	-10	14	14
p-CIP stab down	12	-9	2
HCV NS3 hel inh	-1	1	.
IMP-1 inhibitor	-1.9	-2.1	.
DNA FID counter	-15	2	.
VIM-2 inhibitor	-3.0	-2.6	.
IDE cell activ	4	10	-4

# Results (from the top)
1	COc1cc(CN(C(=O)c2cccs2)C2CCS(=O)(=O)C2)cc(OC)c1OC (stereo unspecified)
2	COc1ccc(C(=O)NC(=O)COC(=O)C2COc3ccccc3O2)cc1 (stereo unspecified)
3	CC(C)Nc1ccc(C(CC(N)=O)NC(=O)c2ccc(Br)cc2)cc1[N+](=O)[O-] (stereo unspecified)
4	COc1ccc(SCC(=O)Nc2ccc(N3CCN(C)CC3)c(F)c2)cc1
5	O=S1(=O)CCN(Cc2ccccn2)CC1
6	COc1ccc(C)cc1NC(=O)CN1C(=O)c2cccc3cccc1c23
7	CC1(C)CC(=O)N(CC(=O)NCc2ccc(F)cc2)c2ccccc2S1(=O)=O
8	COCCCNC(=S)NNC(=O)c1cc(Cl)c(O)c(Cl)c1
compound no.	1	2	3	4	5	6	7	8
M18AAP inhibitor	8	1	.	-16	1	5	-7	47*
IDE inh	7	-1	-1	-8	4	11	-1	-2
UBC9 SUMO inh	-10	14	14	5	24	44	12	12
p-CIP stab down	12	-9	2	2	-1	-3	-5	13
HCV NS3 hel inh	-1	1	.	-6	0	0	1	9
IMP-1 inhibitor	-1.9	-2.1	.	-1.0	-2.1	-2.3	-2.7	-1.8
DNA FID counter	-15	2	.	7	-4	-4	-5	-1
VIM-2 inhibitor	-3.0	-2.6	.	0.8	-1.2	-3.8	-2.2	-2.2
IDE cell activ	4	10	-4	-2	1	0	4	4

9	COc1ccc(S(=O)(=O)c2c[nH]c(=S)[nH]c2=O)cc1Cl
10	Cc1cccc(N2CCN(C(=O)CCC(=O)N3CCOc4ccc(Cl)cc43)CC2C)c1 (stereo unspecified)
11	O=C(NCCCN1CCCC1=O)c1ccc2c(=O)n(-c3ccccc3F)c(=S)[nH]c2c1
12	CC(NC(=O)c1ccc(Br)o1)C1CCCO1 (stereo unspecified)
13	CCCN1CCN(C(=O)C2CCN(S(=O)(=O)c3c(C)noc3/C=C/c3ccc(C)cc3)CC2)CC1
14	O=C1NC(c2ccc(Cl)c([N+](=O)[O-])c2)Nc2ccccc21 (stereo unspecified)
15	CCOC(=O)c1ccc2c(c1)N(CC)C(=O)c1ccccc1S2
16	O=C(OCCN1CCCCC1)c1cccc(Cl)c1
compound no.	9	10	11	12	13	14	15	16
M18AAP inhibitor	12	-1	0	2	10	0	-3	4
IDE inh	.	-5	1	4	-4	-5	3	8
UBC9 SUMO inh	9	-13	4	8	-8	6	-15	23
p-CIP stab down	0	4	8	-3	1	4	3	-16
HCV NS3 hel inh	21	-20	3	5	-37	4	-17	19
IMP-1 inhibitor	-3.2	-0.2	-2.9	-3.1	-1.9	0.0	-0.9	-6.3
DNA FID counter	-28	-47	-5	-6	20	1	-20	2
VIM-2 inhibitor	-5.1	-1.4	-4.1	0.0	-2.5	1.9	-1.9	-2.3
IDE cell activ	-1	3	1	0	3	-13	7	6

17	CCCCNC(=O)c1ccc2c(SCC(=O)O)c3c(nc2c1)CCCC3
18	Cc1ccccc1-n1nnnc1SC(C)C(=O)NC1CCCc2ccccc21 (stereo unspecified)
19	O=C(CN1CCN(Cc2ccccc2)CC1)Nc1ccc([N+](=O)[O-])cc1C(=O)Nc1ccccc1F
20	Cc1ccc(S(=O)(=O)N(C)c2ccc(C(=O)Nc3cccnc3)cc2)cc1
21	Cc1ccc(S(=O)(=O)N(C)Cc2ccc(C(=O)N/N=C3\CC(=O)CC(C)(C)C3)cc2)cc1
22	CCOC(=O)CSc1nnc2c3ccccc3n(CC)c2n1
23	COc1ccc(CCNC2CC(C)N(C)CC2C)cc1OC (stereo unspecified)
24	NS(=O)(=O)c1ccc(NC(=O)CN2CCN(S(=O)(=O)/C=C/c3ccccc3)CC2)cc1
compound no.	17	18	19	20	21	22	23	24
M18AAP inhibitor	-2	-1	-11	-8	23	-3	-29	0
IDE inh	3	1	0	8	-2	7	-5	3
UBC9 SUMO inh	0	-13	1	-2	4	8	4	6
p-CIP stab down	-5	3	-3	27	0	-11	1	-5
HCV NS3 hel inh	16	-11	-46	2	5	-1	9	-1
IMP-1 inhibitor	0.6	-3.8	0.3	-3.3	-0.9	-2.7	-4.7	-2.2
DNA FID counter	-10	-14	10	-23	-27	-21	18	-9
VIM-2 inhibitor	0.3	-2.3	0.0	-1.6	-2.3	7.9*	-4.1	-1.5
IDE cell activ	-1	6	0	-1	-3	2	2	1

25	COCCNC(=O)c1ccc2c(=O)n(Cc3ccco3)c(SCC(=O)NC3CCCCC3)nc2c1
26	Cc1ccc(C(=O)/C=C/c2ccc(-c3ccccc3[N+](=O)[O-])o2)cc1
27	C=CCn1c(SC(C)C(=O)NC2(C#N)CCCCC2)nnc1-c1ccc(OC)cc1 (stereo unspecified)
28	Cc1nc2c(c(=O)n1CCC1=CCCCC1)c1nc3ccccc3nc1n2/N=C/c1ccco1
29	CCc1nc(N)c(C#N)c(-c2ccc(O)c(OC)c2)c1C
30	CCOC(=O)Cn1ncn(-c2ccc(OC(F)(F)F)cc2)c1=O
31	C/C(=N\NC(=O)c1c(C)nc2ccccn12)c1ccccc1F
32	CCOc1ccc(NCc2nnc(SCc3ccccc3Cl)n2-c2ccccc2)cc1
compound no.	25	26	27	28	29	30	31	32
M18AAP inhibitor	-1	9	3	10	1	5	2	-3
IDE inh	0	-3	5	1	5	0	6	-1
UBC9 SUMO inh	-10	21	6	24	15	-7	-4	-10
p-CIP stab down	0	2	-5	-6	-1	-6	-5	-17
HCV NS3 hel inh	4	37*	3	12	-4	-7	-1	-14
IMP-1 inhibitor	-1.9	0.1	-3.6	-2.0	-3.7	-2.8	-3.7	-0.9
DNA FID counter	-4	-19	-31	-11	-9	-3	-14	-25
VIM-2 inhibitor	-0.3	-1.1	-2.9	-1.0	1.2	-3.0	-4.1	-1.5
IDE cell activ	3	-2	8	-1	-3	0	-5	4

33	Cc1ccccc1OCCn1c(=S)[nH]c2ccccc21
34	CCOC(=O)C1(CCOc2ccccc2)CCN(Cc2ccc(OCC)c(CO)c2)CC1
35	Cc1cccc(NC(=O)c2sc3nc4c(c(-c5cccs5)c3c2N)CN(C)CC4)c1
36	O=c1nc2cccc3c2=c(/c1=C(\O)c1ccccc1)c1ccccc1c3=O
37	Nn1c(SCc2cccc(Oc3ccccc3)c2)nnc1C(F)(F)F
38	Cn1c(CN2CCCCC2)nc2cc(NS(=O)(=O)c3ccc(F)cc3)ccc21
39	O=C(CCNc1ccc(F)cc1)c1cc2ccccc2o1
40	COc1ccc(CCn2c(-c3ccc(Cl)cc3)n[nH]c2=S)cc1OC
compound no.	33	34	35	36	37	38	39	40
M18AAP inhibitor	-1	-3	21	-4	1	0	-5	18
IDE inh	-2	6	10	0	1	6	2	-2
UBC9 SUMO inh	6	.	24	26	4	-2	3	10
p-CIP stab down	-5	.	-4	-5	-4	-1	15	-2
HCV NS3 hel inh	-3	-42	-18	15	2	-3	-18	-3
IMP-1 inhibitor	-3.3	-3.2	-2.4	1.0	-2.9	-1.0	0.6	-3.4
DNA FID counter	-10	17	1	-6	-10	14	6	-10
VIM-2 inhibitor	-3.2	-2.4	0.3	1.8	-2.1	-1.3	0.2	-1.4
IDE cell activ	-5	1	-9	-2	5	4	-1	6

41	CC(C)CNC(=O)COC(=O)c1ccc(F)cc1Cl
42	COc1ccc2c(=O)c3c(=O)n(Cc4ccco4)c(-c4cc(OC)c(OC)c(OC)c4)nc3oc2c1
43	O=C(O)c1cccc(S(=O)(=O)Nc2ccc3oc(=O)sc3c2)c1
44	Nc1cc(=O)[nH]c(SCC(=O)c2ccc(F)cc2)n1
45	O=C(Nc1nc(=S)ss1)c1c(F)cccc1F
46	O=C(Nc1cc(C(=O)Nc2ccccc2C(=O)O)cc(C(=O)Nc2ccccc2C(=O)O)c1)c1ccccc1
47	CCCN(Cc1ccccc1)C(=S)Nc1ccc(OC(F)F)cc1
48	CCOc1ccc(CC(=O)Nc2ccc(S(=O)(=O)N3CCCC3)cc2)cc1
compound no.	41	42	43	44	45	46	47	48
M18AAP inhibitor	-5	2	42*	0	-2	-1	-3	-3
IDE inh	6	7	10	4	2	-6	-4	-1
UBC9 SUMO inh	8	19	1	17	-8	6	-15	-4
p-CIP stab down	-20	6	-1	-11	-6	-20	4	-5
HCV NS3 hel inh	-3	-4	15	7	11	10	-5	-6
IMP-1 inhibitor	-0.9	-1.4	-3.6	-1.8	-0.7	0.3	-3.5	-0.9
DNA FID counter	6	-5	-15	-3	2	-1	4	-20
VIM-2 inhibitor	-0.9	-3.4	-2.2	-3.0	0.5	-1.8	-2.4	-1.8
IDE cell activ	2	6	2	4	1	2	-1	-1

49	COc1ccc(-c2n[nH]c(=S)n2-c2ccc(C)cc2)cc1OC
50	COCc1[nH]c(=S)c(C#N)cc1C(=O)OC
51	COC(=O)c1ccc(Oc2cc(C)nc(Cl)n2)cc1
52	O=C(NNC(=S)Nc1ccc(Br)cc1)c1ccc(N2CCOCC2)c([N+](=O)[O-])c1
53	CCCCn1c(=O)[nH]c(=O)c2c1ncn2Cc1ccco1
54	COc1cc(OC)cc(-c2cc(N)n(S(=O)(=O)c3cccc4nsnc34)n2)c1
55	Oc1ccc(Cl)cc1CNc1ccc(Br)cn1
56	CCc1sc(/C=C(/C#N)C(N)=S)cc1[N+](=O)[O-]
57	O=C(COc1ccc(Cl)cc1)Nc1ccccc1C(=O)NCc1cccnc1
58	NS(=O)(=O)c1ccc(CCNC(=O)CC(c2ccccc2)c2ccccc2)cc1
59	N#Cc1ccccc1NC(=O)CSc1n[nH]c(-c2ccco2)n1
compound no.	49	50	51	52	53	54	55	56	57	58	59
M18AAP inhibitor	-5	25	-4	-1	4	2	-2	25	1	6	17
IDE inh	0	-1	0	8	-1	-4	0	.	1	4	3
UBC9 SUMO inh	-4	17	-6	-42	22	-17	-2	-1	1	7	40
p-CIP stab down	2	2	13	-9	-4	-7	3	-4	-3	-14	3
HCV NS3 hel inh	8	2	-4	4	1	-24	-11	24	-9	20	5
IMP-1 inhibitor	-2.3	0.2	-4.4	-3.9	-3.6	-2.0	-1.4	-1.7	-2.5	-1.1	-1.4
DNA FID counter	-22	-8	-4	4	-5	-12	1	-8	-25	-15	-11
VIM-2 inhibitor	2.2	-0.3	-1.4	-5.7	-2.6	-3.2	-0.2	2.8	-1.5	-1.7	-2.9
IDE cell activ	-6	-2	2	-1	2	0	-2	-6	-2	-1	-3
